Bioassay records as filed in PubChem BioAssay.
FID counter – compounds displacing fluorescent DNA intercalator, primary screen, artefact control for HCV NS3 helicase inhibitor project, biochemical, FID fluorescence. DNA fluorescent intercalator displacement. inhibition, % at 7.9 µM. 290,000 tested, 0.17% active. AID 1845, 2009; in the data active = inhibition above about 37%;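 note: 0% = vehicle and 100% = reference compound; higher means more ethidium bromide displaced from hairpin DNA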
GPR7 antag – GPR7 receptor antagonists, primary screen, cell-based, fluorescence, single concentration; Neuropeptides B/W receptor type 1 (Homo sapiens), P48145; GPR7-expressing cells, fluorescence antagonist assay; AID 1861, 2009; 290,000 tested, 1.1% active; inhibition, % at 4.4 µM; in the data active = inhibition above about 16%, passing the limit was not always enough;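 note: cells stimulated with the agonist NPW; 0% = agonist with vehicle and 100% = vehicle without agonist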
Target sequence (P48145 whole entry, looked up): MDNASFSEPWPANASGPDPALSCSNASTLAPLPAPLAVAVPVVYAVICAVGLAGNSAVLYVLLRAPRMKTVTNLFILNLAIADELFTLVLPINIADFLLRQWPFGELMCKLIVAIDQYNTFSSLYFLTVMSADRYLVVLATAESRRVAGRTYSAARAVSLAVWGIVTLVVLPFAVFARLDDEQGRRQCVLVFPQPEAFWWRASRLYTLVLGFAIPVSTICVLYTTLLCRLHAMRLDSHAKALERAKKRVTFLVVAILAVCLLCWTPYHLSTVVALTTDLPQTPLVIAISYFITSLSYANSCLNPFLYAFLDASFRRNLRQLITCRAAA
VIM-2 inhibitor – VIM-2 metallo-beta-lactamase inhibitors, primary screen, biochemical, epi-absorbance readout, Pseudomonas aeruginosa enzyme. purified VIM-2, nitrocefin hydrolysis, epi-absorbance fluorescence. inhibition, % at 5.6 µM. 290,000 tested, 0.89% active;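 active = inhibition above the mean of all tested compounds plus 3 SD, cutoff set per screening run, cut at about 7.5% in these data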;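 note: red hydrolysis product quenches plate fluorescence so inhibitors raise well fluorescence; 0% = enzyme with DMSO and 100% = DMSO without enzyme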
V1aR counter – agonists of human V1a receptor, primary screen, counter-screen for OXTR agonist project, fluorescence, CHO-V1R cells. 320,000 tested, 0.25% active. Fluo-8 calcium fluorescence, agonist mode; 0% DMSO, 100% 3 nM vasopressin. Vasopressin V1a receptor (Homo sapiens), P37288. activation, % at 3 µM;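 active = activation above the mean activation of all tested compounds plus 3 SD, per screening run, cut at about 20% in these data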;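 note: signal is peak over basal fluorescence ratio across a 100 second FLIPR read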
Target sequence (P37288 whole entry, looked up): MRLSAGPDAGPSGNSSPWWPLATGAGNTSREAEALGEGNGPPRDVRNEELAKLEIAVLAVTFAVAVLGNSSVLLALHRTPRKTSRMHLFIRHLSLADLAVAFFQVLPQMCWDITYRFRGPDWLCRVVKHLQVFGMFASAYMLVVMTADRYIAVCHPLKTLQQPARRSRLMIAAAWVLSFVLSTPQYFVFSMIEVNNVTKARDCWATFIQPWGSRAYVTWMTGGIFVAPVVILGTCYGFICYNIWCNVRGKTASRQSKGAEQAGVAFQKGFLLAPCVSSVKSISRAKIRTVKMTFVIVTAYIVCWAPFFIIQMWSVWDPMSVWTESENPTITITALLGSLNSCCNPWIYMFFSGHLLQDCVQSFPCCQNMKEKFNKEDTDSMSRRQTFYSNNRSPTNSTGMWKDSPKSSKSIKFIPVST
OXTR agonist – human OXTR agonists, primary screen, fluorescence, CHO-OTR cells, Fluo-8 calcium; Oxytocin receptor (Homo sapiens), P30559; Fluo-8 calcium fluorescence; normalized: DMSO 0%, oxytocin 100%; activation, % at 3 µM; 320,000 tested, 0.32% active; AID 2435, 2010;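 active = activation above the mean of all tested compounds plus 3 SD, cutoff set per screening run, cut at about 20% in these data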;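 note: peak over basal fluorescence ratio from a 100 s FLIPR kinetic read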
PHOSPHO1 inh – PubChem AID 1565. Phosphoethanolamine/phosphocholine phosphatase (Homo sapiens), Q8TCT1. recombinant PHOSPHO1, absorbance phosphatase assay. inhibition, % at 13.3 µM. 290,000 tested, 1.1% active; in the data active = inhibition above about 60%
IMP-1 inh – IMP-1 metallo-beta-lactamase inhibitors, primary screen, biochemical, epi-absorbance readout, Pseudomonas aeruginosa enzyme. 290,000 tested, 0.45% active. AID 1556, 2009. inhibition, % at 5.6 µM. purified IMP-1, nitrocefin hydrolysis, epi-absorbance fluorescence. metallo-beta-lactamase IMP-1 (Pseudomonas aeruginosa);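 active = inhibition above the mean plus 3 SD of all compounds in the same screening run, cut at about 4.5% in these data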;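 note: 0% = IMP-1 with DMSO and 100% = DMSO wells lacking enzyme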
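Test system: recombinant IMP-1 enzyme, purified / Medium: HEPES buffer pH 7.1 with ZnSO4 and Brij 35 / Doses: single dose, 5.6 µM / Times: 25 °C, 15 min preincubation, 25 min reaction / Detection: Epi-absorbance via hydrolysed-nitrocefin quenching of white-plate fluorescence, 480/530 nm, EDTA stop / Evaluation: percent inhibition from optical density relative to buffer-blank wells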
GalR3 antag – GalR3 antagonists in HEK293 cells, primary screen, cell-based, fluorescence readout; Galanin receptor type 3 (Homo sapiens), O60755; HEK293 GalR3-CNG cAMP membrane potential fluorescence; galR3 body fused to GalR1 C-terminus; inhibition, % at 3 µM; 360,000 tested, 0.44% active; AID 651719, 2012;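 active = inhibition above the screen-wide average plus 3 SD, cut at about 13% in these data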;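 note: forskolin and galanin both at EC90 stimulate the cells; cAMP rise reported by CNG channel membrane potential dye signal; 0% = forskolin plus galanin with DMSO and 100% = forskolin alone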
Target sequence (O60755 1-299 limits assumed): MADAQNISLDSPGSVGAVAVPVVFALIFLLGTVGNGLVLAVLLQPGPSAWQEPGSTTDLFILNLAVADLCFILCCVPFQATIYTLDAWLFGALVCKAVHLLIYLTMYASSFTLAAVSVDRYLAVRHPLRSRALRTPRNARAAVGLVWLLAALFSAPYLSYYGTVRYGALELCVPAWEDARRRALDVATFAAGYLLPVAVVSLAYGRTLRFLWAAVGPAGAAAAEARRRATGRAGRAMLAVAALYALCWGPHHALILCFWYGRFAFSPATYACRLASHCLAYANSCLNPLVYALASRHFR
HCV NS3 hel inh – inhibitors of HCV NS3 helicase, primary screen, biochemical, Cy5 molecular beacon fluorescence; Hepatitis C virus NS3 helicase; inhibition, % at 10.9 µM; NS3 helicase DNA unwinding; 290,000 tested, 0.56% active;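 active = inhibition above the mean of all tested compounds plus 3 SD, set per campaign, cut at about 35% in these data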;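 note: 0% = DMSO wells and 100% = thioflavine S control wells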
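test system = hepatitis C virus NS3 helicase domain fragment enzyme | reagent = annealed dual-labelled DNA beacon duplex, ATP-started | times = 1 h at 25 °C | detection = Cy5 fluorescence, 0 and 60 min reads | read-out basis = percent inhibition from t60/t0 fluorescence ratio | control set = DMSO and thioflavine S | replication = one well per compound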
* marks the source's active call; other numbers are inactive results; . = no result given; & = joins results of further samples. Random draw from the library; overall some 4.3% were active at least once.

| SMILES | FID counter | V1aR counter | HCV NS3 hel inh | OXTR agonist | IMP-1 inh | VIM-2 inhibitor | GPR7 antag | GalR3 antag | PHOSPHO1 inh |
| --- | --- | --- | --- | --- | --- | --- | --- | --- | --- |
| Cc1cc(C(=O)N/N=C/c2ccccc2[N+](=O)[O-])c(C)o1 | 3 | -1.3 | 5 | -2.1 | -4.9 | -5.3 | -1 | -4 | -20 |
| COc1ccccc1N(CC(=O)N1CCCCCC1)S(C)(=O)=O | -6 | 0.5 | -1 | 0.5 | -2.7 | 1.1 | -5 | -1 | -16 |
| O=C(Nc1ccccc1)c1ccc(CN2CCc3ccccc3C2)cc1 | 4 | 0.7 | -15 | 0.1 | -4.0 | -2.7 | 0 | 92* | 23 |
| N#CSC(c1ccccc1)c1nc2ccccc2[nH]c1=O (stereo unspecified) | -2 | 0.2 | -4 | 1.3 | -2.6 | 3.3 | -11 | -9 | 20 |
| COc1ccc(-c2nnnn2-c2ccc(F)cc2F)cc1 | -6 | 0.2 | -1 | -0.2 | -2.0 | -2.4 | -6 | -6 | 38 |
| CC1(C)CC(=O)C=C(NCCN2CCN(C(=S)Nc3ccccc3)CC2)C1 | -5 | 0.6 | -5 | -0.1 | 0.4 | -0.8 | -10 | 0 | 27 |
| O=C(Nc1cc(C(F)(F)F)ccc1N1CCOCC1)c1cccc(F)c1 | -3 | -0.3 | -4 | -2.6 | -4.1 | 1.1 | 3 | 1 | -7 |
| COCCn1c(SCc2cccnc2)nnc1-c1ccco1 | -1 | 1.5 | 4 | -0.4 | -4.1 | 1.3 | -11 | 1 | 1 |
| Cc1cc(C)cc(N2CC(c3nc4ccccc4n3C)CC2=O)c1 (stereo unspecified) | -24 | 1.2 | 7 | 2.2 | -4.8 | -3.8 | -1 | . | 22 |
| Nc1c(C(=O)Nc2ccc(Cl)cc2)sc2nc(N3CCOCC3)c3c(c12)CCCC3 | -37 | -0.4 | -10 | -0.2 | -0.1 | -0.6 | -12 | -6 | 33 |
| CCCCN(CC)CCCNC(=S)Nc1ccc2nc(N3CCN(CC)CC3)cc(C)c2c1 | 52* | 1.4 | 11 | 1.9 | -2.3 | 4.1 | -15 | -5 | 28 |
| Cc1ccc(S(=O)(=O)N2CCN(CC(=O)NC3CCCc4ccccc43)CC2)cc1C (stereo unspecified) | -43 | 0.8 | -11 | -2.4 | -1.2 | -3.6 | -5 | -2&-4 | 21 |
| Cc1c(C(=O)N(Cc2ccncc2)CC2CCCO2)oc2c(F)cccc12 (stereo unspecified) | -30 | 0.4 | -5 | -1.1 | -1.8 | -0.1 | 5 | 1 | 12 |
| Cc1ccc(/C=C/C(=O)NN2CCN(C)CC2)cc1 | 3 | 1.4 | -1 | -0.2 | -2.0 | 0.6 | 6 | 0 | 53 |
| CC(=O)N(CCC(c1ccco1)C(C)C)Cc1ccc(Cl)cc1 (stereo unspecified) | -25 | -1.9 | 0 | -2.5 | -1.3 | -2.6 | 6 | -2 | 24 |
| COc1ccccc1OCCNC(=O)c1cccc(S(=O)(=O)N2CC(C)OC(C)C2)c1 (stereo unspecified) | -23 | 2.1 | 1 | -0.3 | -1.6 | -1.0 | -3 | -3 | . |
| COCCNc1nnc(SCC(=O)N2CCN(S(=O)(=O)c3ccccc3)CC2)s1 | -12 | -0.1 | -5 | 0.0 | 1.0 | -2.2 | -3 | -1 | 23 |
| COc1ccc(NC(=O)CC2CCCCC2)cc1OC | -7 | 0.3 | 0 | 0.3 | -4.8 | -3.8 | -15 | 0 | -52 |
| COc1ccc(-c2noc(-c3ccc(Cl)cc3[N+](=O)[O-])n2)cc1OC | 1 | -0.1 | 3 | -1.4 | -0.9 | -3.5 | 2 | -2 | 8 |
| CCOc1cc(N2CCOCC2)c(OCC)cc1NC(C)C(=O)N1CCC(C)CC1 (stereo unspecified) | -7 | -0.4 | 10 | -1.2 | -3.1 | -4.8 | -10 | 3 | -24 |
| CC(=O)Nc1ccc2ccccc2c1 | -4 | 1.1 | -6 | -0.5 | -1.1 | -2.7 | 7 | . | -7 |
| NNC(=O)CNC(c1ccccc1)c1cc(Cl)ccc1NC(=O)c1ccccc1 (stereo unspecified) | -17 | 1.0 | -7 | -0.8 | -3.0 | -2.6 | -21 | -4 | 4 |
| Cc1ccccc1N/C(SCc1ccc(Cl)cc1)=C(/C#N)C(N)=O | -13 | -0.5 | -16 | -0.5 | -1.2 | 0.6 | -6 | 0 | 6 |
| Cc1ccc(/C=C(\NC(=O)c2ccccc2)C(=O)NCCc2ccccn2)o1 | -18 | 1.3 | 18 | -0.1 | -0.1 | 1.6 | 9 | -1 | -21 |
| CCC(=O)Nc1sc(Cc2ccc3c(c2)OCO3)c(C)c1C(N)=O | -6 | 3.1 | -3 | 1.4 | -3.1 | -2.5 | -10 | -8 | -138 |
| Cc1ccc(S(=O)(=O)NCCSc2ccccc2)cc1[N+](=O)[O-] | 7 | 0.5 | -5 | -1.1 | -2.2 | -2.1 | 4 | 2 | -9 |
| CCOc1ccc2c(c1)c(=O)c(S(=O)(=O)c1ccc(CC)cc1)cn2C | -32 | -0.8 | 10 | -1.0 | -3.0 | -1.2 | -11 | -10 | 8 |
| COc1ccccc1-c1ccc(SCc2cccc(C)c2)nn1 | -23 | -0.8 | -10 | -1.1 | -2.7 | -1.2 | 64* | -7 | 34 |
| Cc1nc(CSc2n[nH]c(=O)n2-c2ccccc2)cs1 | -4 | 0.9 | 16 | 0.9 | 0.1 | 0.2 | -6 | -4 | 33 |
| CCn1c(SCc2nc3ccccc3[nH]2)nnc1-c1cccs1 | -18 | 0.7 | 1 | -0.3 | -6.9 | -2.0 | 3 | -8 | 35 |
| C[C@H](NC(=O)OC(C)(C)C)C(=O)N/N=C/c1cccc2nccnc12 | -2 | 2.5 | -13 | -2.1 | -1.9 | -3.2 | -9 | 8 | 16 |
| Cc1cc2c(cc1C)[n+](C)cn2CC(O)COCC1CC=CCC1 (stereo unspecified) | 13 | 0.0 | -11 | -0.1 | -4.1 | -3.2 | 4 | -4 | -25 |
| CC1=NN(c2ccc(Cl)cc2)C(=O)C1C(c1cccc(O)c1)c1c(C)[nH]n(-c2ccc(Cl)cc2)c1=O (stereo unspecified) | -2 | 20* | -3 | 13 | -3.4 | -4.5 | -1 | . | -9 |
| O=C(CCn1c(=O)oc2ccccc21)NCCCN1CCN(c2ccc(F)cc2)CC1 | 21 | -0.9 | -11 | -1.1 | -1.8 | 0.8 | 2 | -5 | 6 |
| CC1Cc2cc(/C=C3/SC(=S)NC3=O)ccc2O1 (stereo unspecified) | -6 | 0.6 | 25 | -1.9 | -3.9 | -3.1 | -9 | -3 | 56 |
| CN(C(=O)c1c(Cl)cnn1C)C12CC3CC(CC(C3)C1)C2 | -9 | -1.7 | 8 | -3.4 | -4.4 | -2.9 | -9 | 3 | -4 |
| CCCCN1C=CC(=C2C(=O)c3ccccc3C2=O)C=C1 | 7 | -0.5 | -14 | 0.6 | -1.3 | -1.2 | -3 | -1 | 21 |
| COc1ccccc1N1CCN(C(=O)C2CCN(S(=O)(=O)c3ccc(C)cc3)CC2)CC1 | -46 | 0.9 | -10 | -1.2 | -2.2 | -1.5 | -10 | -8 | 40 |
| COc1cc(/C=C2\C(=N)N3N=CSC3=NC2=O)cc(Br)c1OC(=O)c1ccco1 | -10 | 0.3 | 17 | -2.0 | -0.8 | -1.5 | -10 | -6 | 20 |
| O=C(CCn1c(=O)oc2ccccc21)N1CCCCCC1 | -5 | -0.2 | 8 | -1.3 | -1.2 | -0.4 | -4 | -3 | 9 |
| CC(Oc1cc2oc(=O)c3c(c2cc1Cl)CCC3)C(=O)NCc1ccncc1 (stereo unspecified) | -23 | 2.9 | 4 | 1.7 | 0.3 | 16* | 0 | -3 | 21 |
| Cc1ccsc1/C=N/n1c(-c2ccccn2)n[nH]c1=S | -3 | 0.2 | -6 | -1.1 | -3.2 | -5.5 | -8 | 6 | 53 |
| COc1ccc2sc(NC(=O)c3ccco3)nc2c1 | 3 | 0.5 | 5 | 0.8 | -3.0 | -1.0 | -3 | -9 | 96* |
| COc1ccccc1N1CCN(C(=O)c2onc(C)c2Cl)CC1 | -18 | 0.0 | 9 | 0.2 | -2.8 | -1.9 | -4 | . | 5 |
| CCOC(=O)CNC(=O)c1nn(-c2ccc(OCC)cc2)c(=O)c2ccccc12 | -20 | -1.0 | -3 | -1.6 | -0.3 | 0.0 | -6 | 2 | -36 |
| COc1ccc(OCC2CNC(=O)O2)cc1 (stereo unspecified) | 1 | -0.7 | 4 | -1.1 | -3.7 | -1.8 | -5 | -1 | 24 |
| Cc1cccc(S(=O)(=O)NCCNS(=O)(=O)c2cccc(C)c2)c1 | -21 | 1.2 | 7 | 0.0 | -4.4 | -3.3 | -4 | -10 | 28 |
| COc1ccc(CNC(=O)c2ccc3ccccc3n2)cc1OC | -35 | 11 | -2 | 9.3 | -1.4 | 0.0 | 15 | -12 | 39 |
| COc1ccccc1/C=C/CN1CCN(Cc2ccc(C)o2)C(CCO)C1 (stereo unspecified) | 1 | 0.2 | -1 | -1.8 | -1.4 | -2.5 | -17 | -6 | 50 |
| CCc1sc(NC(=O)c2cc3ccccc3oc2=O)nc1-c1cccs1 | 7 | 0.5 | -5 | -0.3 | -2.2 | -3.5 | 5 | -2 | -19 |

(further entries)
| SMILES | FID counter | V1aR counter | HCV NS3 hel inh | OXTR agonist | IMP-1 inh | VIM-2 inhibitor | GPR7 antag | GalR3 antag | PHOSPHO1 inh |
| --- | --- | --- | --- | --- | --- | --- | --- | --- | --- |
| COc1ccc(CCNC(=O)c2ccc3c(c2)NC(=O)C(CSCc2cc(C)ccc2C)N3)cc1OC (stereo unspecified) | -25 | -0.6 | 17 | -1.9 | -4.5 | -2.5 | -2 | . | -132 |
| COc1ccccc1-c1c(C)nn2c(N3CCOCC3)cc(C)nc12 | -23 | 0.7 | 21 | -0.1 | -1.8 | 0.9 | -7 | -11 | 7 |
| COc1ccccc1CCc1nnc(CCC(=O)NCCCOc2cccnc2)o1 | -14 | 0.7 | 5 | -0.3 | -2.7 | -0.7 | -7 | -2 | 28 |
| CCOc1cc(/C=C/c2cccc[n+]2C)ccc1O | -1 | -0.3 | -15 | 1.4 | -3.1 | 0.6 | -12 | -8 | 24 |
| COC(=O)C(NC(=O)c1c(C)nn(C)c1Cl)c1ccccc1 (stereo unspecified) | -4 | 2.5 | -21 | 0.6 | -1.4 | 2.1 | -4 | -1 | 6 |
